IL-1B inflam inh – qHTS for Inhibitors of Inflammasome Signaling: IL-1-beta AlphaLISA Primary Screen; activity change, % at 57.5 µM; THP-1 LPS/ATP IL-1B secretion, AlphaLISA, 16 h; stronger effect = lower value; actives 4.7% (n = 360,000); in the data active = activity change below about -50%; inconclusive = mostly about -30% to -49%; note: % is set by controls: 0 for no effect and ±100 for the full control effect
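Secreted IL-1B measured by AlphaLISA bead assay after 16 h compound exposure of THP-1 cells; compounds (final up to 57.5 uM) added 1 h before LPS (250 ng/mL) and ATP (1.25 mM) stimulation; lower signal means less secretion.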
KB-V1 MDR tox – qHTS assay for MDR1-selective chemotherapeutics: Primary screen using the drug-selected MDR subline cells KB-V1 | KB-V1 MDR cells viability, CellTiter-Glo, 72 h | Potency, µM (highest dose often 46.1 µM), for the others: at the top dose activity change, negative = cytotoxicity, usual class: cytotoxic | actives 3.4% (n = 400,000) | AID 1347076, 2019; note: potency is the fitted concentration of half-maximal effect; % is set by controls: 0 for no effect and ±100 for the full control effect; nearly all actives have a fitted effect of over 60% in size
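Following 72 h at 37 degrees C with compound, KB-V1 cell viability was read by CellTiter-Glo luminescence, medium being phenol-red-free DMEM plus 10% FBS; concentration-response parameters came from normalized, curve-fitted qHTS data.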
D3 ag – qHTS of D3 Dopamine Receptor Agonist: qHTS. actives 0.58% (n = 410,000). AID 652048, 2013. D(3) dopamine receptor (Homo sapiens), P35462. max activation, %. D3R DiscoveRx beta-arrestin cells, luminescence, 90 min; in the data active = max activation above about 30%; note: 0% is about no effect; mostly tested at two doses, the higher about 12 µM
Target sequence (P35462 whole entry, looked up): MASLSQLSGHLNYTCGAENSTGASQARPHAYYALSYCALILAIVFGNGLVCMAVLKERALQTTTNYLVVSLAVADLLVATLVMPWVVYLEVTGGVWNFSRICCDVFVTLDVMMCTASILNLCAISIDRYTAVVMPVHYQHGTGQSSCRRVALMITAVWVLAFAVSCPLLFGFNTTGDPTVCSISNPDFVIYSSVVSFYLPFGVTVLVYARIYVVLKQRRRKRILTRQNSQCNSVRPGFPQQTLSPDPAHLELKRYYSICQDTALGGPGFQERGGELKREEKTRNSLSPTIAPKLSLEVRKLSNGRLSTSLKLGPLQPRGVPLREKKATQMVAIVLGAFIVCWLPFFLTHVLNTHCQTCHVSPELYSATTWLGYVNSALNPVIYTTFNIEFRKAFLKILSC
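Cells at 1500/well, incubated overnight, then treated with pinned compounds (dopamine as control) for 90 min at 37 degrees C. DiscoveRx reagent added for 30 - 60 minutes at room temperature; luminescence read.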
DRD3 antagonist – qHTS of D3 Dopamine Receptor Antagonist: qHTS; D(3) dopamine receptor (Homo sapiens), P35462; D3R cells, DiscoveRx beta-arrestin luminescence, antagonist mode; stronger effect = lower value; max response, negative = inhibition, %; actives 2.5% (n = 360,000); AID 652054, 2013; in the data active = max response below about -50%; inconclusive = no clear call, values can overlap the other calls; note: % is set by controls: 0 for no effect and ±100 for the full control effect; mostly tested at two doses, the higher about 12 µM
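Cells expressing the human receptor were seeded at 1500 cells/well, incubated overnight at 37 degrees C in 5% CO2, then exposed to library compounds with dopamine controls for 90 minutes at 37 degrees C before luminescent detection.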
SW480 rereplic – A quantitative high throughput screen for small molecules that induce DNA re-replication in SW480 colon adenocarcinoma cells. SW480 DNA re-replication, Hoechst DNA content imaging, 48 h. Potency, µM (doses to about 46.1 µM), inactives show at the top dose re-replication activation, actives largely listed as activators. actives 1.8% (n = 340,000). AID 624297, 2012; note: potency is the fitted concentration of half-maximal effect; % of control where 0% means no effect; nearly all actives have a fitted effect of over 55% in size
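SW480 cells exposed to compounds for 48 hr at 37 C, 5% CO2, then Hoechst-stained 40 min. Nuclear DNA content imaged by fluorescence scanning (405 nm excitation, 500-530 nm emission); re-replication scored as increased high-intensity nuclei.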
GLP1R ag – qHTS of GLP-1 Receptor Agonists. AID 624172, 2012. Glucagon-like peptide 1 receptor (Homo sapiens), P43220. HEK293 GLP-1R CRE-luciferase, luminescence, 4-6 h; cells express a hypersensitive GLP-1R form. Potency, µM (doses to about 45.6 µM), without a hit: at the highest dose activation, hits mostly activators. actives 0.007% (n = 380,000); note: potency is the fitted concentration of half-maximal effect; % of control where 0% means no effect
Target sequence (P43220 whole entry, looked up): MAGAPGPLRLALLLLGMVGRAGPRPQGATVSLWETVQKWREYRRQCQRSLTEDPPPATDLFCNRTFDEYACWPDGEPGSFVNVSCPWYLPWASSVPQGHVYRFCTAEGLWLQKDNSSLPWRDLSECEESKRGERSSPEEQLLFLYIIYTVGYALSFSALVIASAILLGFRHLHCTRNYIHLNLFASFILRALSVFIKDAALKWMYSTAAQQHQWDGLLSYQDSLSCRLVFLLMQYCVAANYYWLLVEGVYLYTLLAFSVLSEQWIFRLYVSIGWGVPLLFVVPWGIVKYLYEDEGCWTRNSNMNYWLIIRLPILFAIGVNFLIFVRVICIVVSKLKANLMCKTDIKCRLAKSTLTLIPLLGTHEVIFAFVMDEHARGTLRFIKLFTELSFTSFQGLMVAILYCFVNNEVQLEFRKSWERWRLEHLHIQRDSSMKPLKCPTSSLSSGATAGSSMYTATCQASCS
HT1080 IDH1KD tx – qHTS for induction of synthetic lethality in tumor cells producing 2HG: qHTS for the HT-1080-IDH1KD cell line; HT-1080 IDH1 knockdown viability, ATP luminescence, 48 h; Potency, µM (top dose mostly 46.1 µM), for the others: at the highest dose activity, negative = toxicity, actives largely listed as cytotoxic; actives 2% (n = 360,000);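 note: potency is the fitted concentration of half-maximal effect; 0% = DMSO wells and -100% = cell-free medium wells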
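IDH1KD HT-1080 cells, 750/well, RPMI + 5% FBS; compound pinned after 2 h settling; 48 h, 37 °C; CellTiter-Glo luminescence; % activity normalised to DMSO and no-cell wells; curves fitted, classed by r2 and efficacy.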
KB-3-1 cytotox – qHTS assay for MDR1-selective chemotherapeutics: Primary screen using the parental adenocarcinoma cell KB-3-1. Potency, µM (titrated, usually from 46.1 µM), for the others: at the top dose activity change, negative = cytotoxic, most hits filed as cytotoxic. KB-3-1 viability, CellTiter-Glo ATP luminescence, 72 h. actives 1.4% (n = 400,000); note: potency is the fitted concentration of half-maximal effect; % is set by controls: 0 for no effect and ±100 for the full control effect; nearly all actives have a fitted effect of over 60% in size
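Viability of parental KB-3-1 cells, measured by CellTiter-Glo luminescence, followed a 72 h incubation at 37 °C with pinned compounds in phenol-red-free DMEM containing 10% FBS.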
HT1080NT lethal – qHTS for induction of synthetic lethality in tumor cells producing 2HG: qHTS for the HT-1080-NT fibrosarcoma cell line; actives 1.6% (n = 360,000); AID 686970, 2013; HT-1080-NT fibrosarcoma viability, CellTiter-Glo ATP luminescence, 48 h; Potency, µM (titrated, usually from 46.1 µM), without a hit: top-dose activity, negative = less viability, most hits filed as cytotoxic;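 note: NT is the 2HG producing partner of a matched IDH1 knockdown line; potency is the fitted concentration of half-maximal effect; 0% = DMSO-treated cells and -100% = media-only wells without cells; nearly all actives have a fitted effect of over 55% in size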
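Read-out is CellTiter-Glo luminescence after 10 minutes at room temperature, following 48 hours' compound treatment of HT-1080-NT cells (750 cells/well, RPMI, 5% FBS, 37 degrees C).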
* marks the source's active call; other numbers are inactive results; ? = inconclusive; . = not tested or not shown; & = joins results of further samples; [ ] = dose if it differs, or a comment. Unless noted, calls come from the whole dose curve; as a rule, active = well fitted curve in the direction sought with a large enough effect; inconclusive = small, poorly fitted or top-dose-only effect, or another doubt; inactive = no such curve, though single readings can be large; an effect the other way counts as inactive or inconclusive.

entry | compound | IL-1B inflam inh | KB-V1 MDR tox | D3 ag | DRD3 antagonist | SW480 rereplic | GLP1R ag | HT1080 IDH1KD tx | KB-3-1 cytotox | HT1080NT lethal
1 | C#CCOCCOCCOCCNc1nc(N2CCN(C(=O)C(Cc3cc4ccccc4[nH]3)n3cc(C(N)Cc4ccc(O)cc4)nn3)CC2)nc(N2CCN(C(=O)C(CCC(=O)O)n3cc(C(N)C(C)CC)nn3)CC2)n1 (centres undefined) | 21.0 | 4.1% | -30.6 | 4.3 | -12.5% | -6.0% | -4.5% | -2.9% | -0.1%
2 | O=C(OCCCCOC(=O)c1ccccc1)c1ccccc1 | -14.8 | -7.9% | -9.0 | -13.8 | ? | 11.2% | 3.4% | 0.1% | -2.4%
3 | Cn1c(=O)c2c(ncn2CC(=O)OCCCC(=O)c2ccc(Br)cc2)n(C)c1=O | 31.8 | -0.6% | 8.7 | 4.9 | -14.6% | 12.7% | -8.3% | -2.0% | -5.1%
4 | Cc1cccc(C(=O)NCC(c2ccc(F)cc2)N2CCOCC2)c1 (centres undefined) | -4.5 | 0.8% | -5.1 | -13.2 | 9.5% | 6.5% | 8.8% | 0.9% | ?
5 | O=C(CCCn1c(=S)[nH]c2cc3c(cc2c1=O)OCO3)NCc1ccco1 | 21.1 | -14.9% | 4.6 | 3.1 | -2.9% | -0.5% | -1.1% | 5.9% | 0.0%
6 | O=C(N/N=C\c1ccccc1OCc1ccccc1)c1ccco1 | -3.0 | -0.9% | -4.9 | -8.1 | ? | 17.0% | -3.7% | -17.4% | -2.6%
7 | CN1CCN(C(=O)c2cc3c(c(-c4cccc(C#CC(C)(C)O)c4)n2)[C@@H](CCO)N(S(=O)C(C)(C)C)C3)CC1 (some centres undefined) | 51.1 | ? | -8.7 | -5.1 | . | -0.1% | 14.0% | 0.0% | 19.6%
8 | COc1ccc(C)cc1Nc1cc(C)nc2ncnn12 | -4.2 | -1.9% | 0.1 | -11.4 | -2.7% | 5.1% | 1.5% | ? | 3.6%
9 | COc1ccc(-c2nc(SCC(=O)NC3CCCC3)c(-c3ccc(OC)cc3)[nH]2)cc1 | -10.9 | 1.3%&-7.6% | -19.2&-5.5 | 3.8 | 5.6% | -0.2% | 0.1% | ? | -2.1%
10 | CCOC(=O)N1CCN(C(=O)COC(=O)c2cc(Cl)c(O)c(Cl)c2)CC1 | 21.9 | -0.7% | 17.9 | 34.9 | 2.8% | -0.1% | 17.7% | 2.4% | -0.8%
11 | COc1ccc(CNC(=O)N2CCc3ccccc3C2)cc1Cl | 38.7 | 14.3% | -11.0 | -4.7 | 20.6% | 17.1% | -7.3% | 20.6% | -10.1%
12 | CC(=O)Nc1c(C(=O)c2ccc(F)cc2)oc2ccccc12 | -29.5 | -2.3% | -0.9 | 11.5 | 0.3% | -0.4% | 1.7% | 8.6% | 7.0%
13 | CNC(=O)CCCCCNS(=O)(=O)c1ccc(C)cc1 | 24.6 | 11.6% | -7.7 | -16.4 | -5.9% | -9.4% | 20.1% | -8.0% | 10.9%
14 | CC1CN(Cc2ccccc2Cl)CC(C)O1 (centres undefined) | 24.8 | 7.3% | -18.8 | -13.8 | 5.0% | -6.0% | 18.0% | -10.9% | 14.9%
15 | C/C(N)=C(/C#N)C(=O)CSc1nnc(COc2ccccc2Cl)o1 | 6.9&0.0 | ? | -6.2&-0.8 | -6.9&-14.8 | 11.4%&-7.8% | 3.0%&-2.3% | -3.7%&-19.0% | -10.2%&-4.8% | ?
16 | COc1cccc2cc(NC(=O)C3CCCCC3)c(=O)oc12 | -3.7 | ? | 2.6 | 3.9 | 1.2% | -10.7% | 5.9% | -6.3% | 5.8%
17 | c1ccc(NNC2=NCCCCC2)cc1 | -10.7 | -16.7% | 0.0 | -18.5 | 17.4% | -2.4% | 4.11µM* | ? | ?
18 | C=C(C)CNC(=S)NN=C1c2ccccc2-c2ccccc21 | -22.2 | ? | -9.9 | -13.8 | -5.1% | 11.2µM* | -23.9% | -2.0% | -0.4%
19 | NC(=O)C(c1ccc(Cl)cc1)c1ccc(Sc2ccc(Cl)cc2)nn1 (centres undefined) | ? | -9.4% | 8.5 | 3.5 | -3.9% | -3.0% | -25.0% | 0.0% | ?
20 | COc1ccc(C2CCCN2C(=S)Nc2c(C)cccc2C)cc1OC (centres undefined) | 4.8 | -15.3% | 11.0 | 4.0 | -6.0% | 17.9% | -1.7% | -2.8% | 25.1%
21 | CC1=C(C(=O)Nc2ccccc2C)C(c2ccccn2)n2ncnc2N1 (centres undefined) | . | ? | 1.6 | . | . | 6.0% | . | -5.9% | .
22 | C/C(=N\N1CCN(C2c3ccccc3-c3ccccc32)CC1)c1ccncc1 | -3.0 | 18.4µM* | -1.8 | -22.5 | -1.8% | -4.6% | -4.5%[9.24 µM] | ? | 4.0%
23 | COc1ccc(C(=O)COC(=O)C(C(C)C)N2C(=O)C3C4C=CC(C4)C3C2=O)cc1 (centres undefined) | -6.7 | -14.1% | -6.8 | -6.6 | 0.9% | 0.3% | 3.8% | 0.0% | 1.7%
24 | COc1ccc(C(=O)O/N=C(\N)c2ccccc2Cl)cc1OC | 11.7 | -12.3% | 3.0 | 0.0 | ? | 29.8% | ? | -20.4% | -25.4%
25 | COc1ccc(C(=O)Nc2scc(-c3ccc(Cl)cc3Cl)c2C(N)=O)cc1 | ? | 3.9% | 7.4 | 15.6 | -34.9%[inhibitor] | 0.3% | 1.0% | ? | 11.5%
26 | Cc1nnsc1C(=O)NNc1ccc(Cl)cc1 | 26.2 | 13.7% | 9.5 | -5.5 | -10.7% | 4.4% | ? | 2.9% | -7.2%
27 | O=C(Nc1nnc(SCc2ccc(F)cc2)s1)C1CC(=O)N(c2ccc3c(c2)OCCO3)C1 (centres undefined) | 13.5 | ? | -5.1 | 0.3 | -5.3% | -7.9% | -2.3% | -0.5% | -0.5%
28 | Cc1ccc(Cn2ccc(NC(=O)c3noc4c3CCCC4)n2)cc1 | -20.4 | -25.2% | 16.4 | 6.1 | 2.7% | -15.3% | 10.8% | -17.5% | 16.1%
29 | Cc1ccccc1CCN1CCCC(CN(C)C(=O)c2ccc3ncccc3c2)C1 (centres undefined) | -2.8 | 0.0% | -13.3 | -6.6 | -1.5% | 2.9% | 0.2% | 6.5% | 0.9%
30 | C[C@H]1CN([C@@H](C)CO)C(=O)c2cc(Br)cnc2O[C@H]1CN(C)C(=O)c1cnccn1 | 0.3 | 2.7% | -1.1 | -4.8 | . | -3.1% | 2.8% | -12.5% | 11.7%
31 | Cc1cccc(NC(=O)C2CCCN2C(=O)OCC(C)C)c1 (centres undefined) | -5.2 | ? | -2.0 | 12.8 | -9.7% | -8.0% | 2.7% | 11.2% | 1.0%
32 | COc1ccc(C2/C=C\CN(C(=O)OCc3ccccc3)CC(=O)N2Cc2ccc(F)cc2)cc1 (centres undefined) | 49.7 | -3.5% | -17.8 | ? | -14.9% | -5.0% | ? | -2.5% | -23.6%
33 | CC(=O)Nc1cccc(C(=O)/C=C/c2ccc(F)cc2)c1 | -192.2* | ? | -14.3 | -14.3 | ? | -4.2% | 11.6µM* | -2.7% | 3.6%
34 | OC(COCc1ccco1)CN1CCN(C(c2ccccc2)c2ccccc2)CC1 (centres undefined) | -14.0 | 7.9% | -9.8 | -22.8 | -6.0% | -2.8% | -11.3% | 8.2% | -10.5%
35 | CC(Oc1ccccc1F)C(=O)NNC(=O)c1cccc(S(=O)(=O)N2CCN(C)CC2)c1 (centres undefined) | 4.8 | 16.4% | -1.1 | 0.6 | -2.6% | -0.4% | 16.2% | -0.1% | 4.1%
36 | COc1ccc(N(CC(=O)NC(C)c2ccccc2)S(=O)(=O)c2c(C)noc2C)cc1 (centres undefined) | ? | -17.6%&-6.2% | -10.2&7.0 | -12.2 | 22.4% | -1.8%&0.7% | -0.2% | -0.1%&-3.8% | -0.5%
37 | Cc1c(C(=O)N2CCN(c3ccccc3F)CC2)sc2ncn(CC(=O)N3CCOCC3)c(=O)c12 | -2.3 | 3.0% | 8.7 | 13.3 | -5.6% | -3.1% | 8.0% | 3.9% | 0.9%
38 | COC(=O)c1ccc(C)c(NC(=O)CCCN2C(=O)NC(C)(C)C2=O)c1 | 4.0 | -3.4% | 0.3 | 4.6 | -1.7% | -9.3% | 8.6% | -1.5% | 10.5%
39 | CCc1nc2ccc(C(=O)NCCCn3ccnc3)cn2c1N(C)Cc1cccs1 | -24.0 | 2.0% | 2.9 | -4.5 | . | -3.3% | 12.7% | 19.6% | 3.8%
40 | O=C(NCCS(=O)(=O)N1CCN(c2ccccc2)CC1)c1ccccc1F | 52.1 | 3.6% | -7.2 | -3.7 | -163.2%[inhibitor] | 13.8% | -18.4% | 6.0% | -0.4%

Whole records, quoted from the list. Screens in order: IL-1B inflam inh	KB-V1 MDR tox	D3 ag	DRD3 antagonist	SW480 rereplic	GLP1R ag	HT1080 IDH1KD tx	KB-3-1 cytotox	HT1080NT lethal
Results for CCc1nc2ccc(C(=O)NCCCn3ccnc3)cn2c1N(C)Cc1cccs1 : -24.0	2.0%	2.9	-4.5	.	-3.3%	12.7%	19.6%	3.8%
Results for COC(=O)c1ccc(C)c(NC(=O)CCCN2C(=O)NC(C)(C)C2=O)c1 : 4.0	-3.4%	0.3	4.6	-1.7%	-9.3%	8.6%	-1.5%	10.5%

High-throughput results (PubChem)
